Source: PubChem (National Center for Advancing Translational Sciences (NCATS))
KB-3-1 cytotox = KB-3-1 parental cell cytotoxicity | Potency, µM (titrated, usually from 46.1 µM), inactives show at the highest dose activity change, negative = cytotoxic, usual class: cytotoxic | AID 1347075 | KB-3-1 viability, CellTiter-Glo ATP luminescence, 72 h | 400,000 compounds, 1.4% hits; note: potency is the fitted concentration of half-maximal effect; % is set by controls: 0 for no effect and ±100 for the full control effect; nearly all actives have a fitted effect of over 60% in size
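Cells are dispensed, compounds pinned in, plates held at 37 °C for 72 h, then CellTiter-Glo is added and luminescence read after 10 minutes. Cell line: parental KB-3-1 in phenol-red-free DMEM, 10% FBS.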
SW480 rerep = inducers of DNA re-replication in SW480 colon cancer cells. SW480 DNA re-replication, Hoechst DNA content imaging, 48 h. Potency, µM (titrated, usually from 46.1 µM), for the others: at the top dose re-replication activation, usual class: activators. 340,000 compounds, 1.8% hits. AID 624297; note: potency is the fitted concentration of half-maximal effect; % of control where 0% means no effect; nearly all actives have a fitted effect of over 55% in size
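Cells (250 per well) received 23 nL compound or DMSO by pin tool and were kept 48 hr at 37 C, 5% CO2. Nuclei were then stained with Hoechst for 40 min and scanned for DNA content.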
MCF10A rerep = DNA re-replication induction in MCF 10a cells | AID 624296 | MCF 10A DNA re-replication, Hoechst nuclear intensity, 48 h | 350,000 compounds, 2.9% hits | Potency, µM (top dose mostly 46.1 µM), for the others: at the top dose activity, positive = re-replication, hits mostly activators; note: potency is the fitted concentration of half-maximal effect; % of control where 0% means no effect; nearly all actives have a fitted effect of over 50% in size
HT1080 IDH1KD tx = HT-1080 IDH1 knockdown cell toxicity (counter line); HT-1080 IDH1 knockdown viability, ATP luminescence, 48 h; Potency, µM (titrated, usually from 46.1 µM), for the others: top-dose activity, negative = toxicity, most hits filed as cytotoxic; 360,000 compounds, 2% hits; AID 686971;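 note: potency is the fitted concentration of half-maximal effect; 0% = DMSO wells and -100% = cell-free medium wells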
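Knockdown cells (IDH1KD HT-1080) received compounds 2 h after plating at 750 cells/well and were kept 48 h at 37 °C in 5% FBS RPMI. A CellTiter-Glo luminescence read gave % activity for curve fitting.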
GLP1R cytotox = cytotoxic in the GLP-1 receptor inverse agonist counter-screen. HEK293 cAMP-luciferase reporter cells, luminescence, 24 h. Potency, µM (titrated, usually from 38.3 µM), without a hit: at the highest dose activity change, negative = inhibition, most hits filed as inhibitors. 410,000 compounds, 0.13% hits;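 note: loss of luciferase light is scored as toxicity; potency is the fitted concentration of half-maximal effect; % is set by controls: 0 for no effect and ±100 for the full control effect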
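Luminescence readout: signal drop marks cytotoxicity. Plated cells grew 12 h at 37 °C, 5% CO2, received 23 nL compound for 24 h, then got luciferase reagent, read after 12 min at RT.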
IL-1B inflam inh = inflammasome signaling inhibition, IL-1 beta readout; THP-1 LPS/ATP IL-1B secretion, AlphaLISA, 16 h; active compounds read low; activity change, % at 57.5 µM; 360,000 compounds, 4.7% hits; in the data active = activity change below about -50%; inconclusive = mostly about -30% to -49%; note: % is set by controls: 0 for no effect and ±100 for the full control effect
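THP-1 cells pretreated 1 hr with compounds (up to 57.5 uM final), then stimulated with LPS (250 ng/mL final) plus ATP (1.25 mM final); secreted IL-1B measured by AlphaLISA after 16 hr, decreased signal indicating inhibition.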
KB-V1 cytotox = KB-V1 MDR subline cytotoxicity | AID 1347076 | 400,000 compounds, 3.4% hits | Potency, µM (series often up to 46.1 µM), for inactives: at the top dose activity change, negative = cytotoxicity, usual class: cytotoxic | KB-V1 MDR cells viability, CellTiter-Glo, 72 h; note: potency is the fitted concentration of half-maximal effect; % is set by controls: 0 for no effect and ±100 for the full control effect; nearly all actives have a fitted effect of over 60% in size
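Potencies derive from concentration-effect curves fitted to normalized luminescence (CellTiter-Glo) of KB-V1 cells treated for 72 h at 37 degrees C in phenol-red-free DMEM containing 10% FBS.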
DRD3 agonist = agonists of human D3 dopamine receptor; 410,000 compounds, 0.58% hits; P35462; D3R DiscoveRx beta-arrestin cells, luminescence, 90 min; max activation, %; in the data active = max activation above about 30%; note: 0% is about no effect; mostly tested at two doses, the higher about 12 µM
Target sequence (P35462 whole entry, looked up): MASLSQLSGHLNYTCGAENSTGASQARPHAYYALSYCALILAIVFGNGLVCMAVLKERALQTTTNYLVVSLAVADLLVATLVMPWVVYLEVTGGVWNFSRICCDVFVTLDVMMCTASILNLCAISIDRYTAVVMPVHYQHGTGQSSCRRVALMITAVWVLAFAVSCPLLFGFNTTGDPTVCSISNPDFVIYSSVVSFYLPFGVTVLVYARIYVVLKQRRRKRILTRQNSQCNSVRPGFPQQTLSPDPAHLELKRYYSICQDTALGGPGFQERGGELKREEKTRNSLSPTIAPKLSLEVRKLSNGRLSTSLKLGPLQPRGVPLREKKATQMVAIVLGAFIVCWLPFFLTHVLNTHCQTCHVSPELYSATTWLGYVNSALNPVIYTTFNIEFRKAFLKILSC
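Agonist-mode cell screen: cells plated at 1500/well and incubated overnight at 37 °C, then exposed to library compounds for 90 min at 37 °C. Detection reagent was added for 30–60 min at room temperature, and luminescence was read.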
HT1080NT lethal = kills 2HG-producing HT-1080-NT fibrosarcoma cells; HT-1080-NT fibrosarcoma viability, CellTiter-Glo ATP luminescence, 48 h; Potency, µM (doses to about 46.1 µM), for inactives: at the top dose activity, negative = less viability, most hits filed as cytotoxic; 360,000 compounds, 1.6% hits;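 note: NT is the 2HG producing partner of a matched IDH1 knockdown line; potency is the fitted concentration of half-maximal effect; 0% = DMSO-treated cells and -100% = media-only wells without cells; nearly all actives have a fitted effect of over 55% in size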
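Compounds were tested in concentration-response format on HT-1080-NT cells for 48 hours at 37 degrees C. Cell viability came from CellTiter-Glo luminescence; curves were classified by r2, response magnitude and activity.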
* hit, by the source's call; ? = inconclusive; . = not tested or not shown; & = joins results of further samples; [ ] = remark or other dose. Unless noted, calls come from the whole dose curve; as a rule, active = well fitted curve in the direction sought with a large enough effect; inconclusive = small, poorly fitted or top-dose-only effect, or another doubt; inactive = no such curve, though single readings can be large; an effect the other way counts as inactive or inconclusive. Rows were taken by chance; 11% or so of the library scored in one or more.

mol	KB-3-1 cytotox	SW480 rerep	MCF10A rerep	HT1080 IDH1KD tx	GLP1R cytotox	IL-1B inflam inh	KB-V1 cytotox	DRD3 agonist	HT1080NT lethal
COc1ccc(CCN2C(=O)c3cccc4cccc(c34)C2=O)cc1OC	1%	-2%	8%	2%	-1%	6	-24%	6	12%
COc1cccc(-c2nc(N)nc(SC)c2C#N)c1	-4%	-6%	3%	0%	19%	-21	1%	-3	0%
Cc1ccccc1NC(=O)c1ccc(CN2CCC(Cc3ccccc3)CC2)cc1	?	?	?	?	7%	-83*	15µM*	-19	23µM*
CCCCn1c(N)c(N(CCC(C)C)C(=O)COC(=O)c2ccc3ccccc3c2)c(=O)[nH]c1=O	3%	-27%	8%	0%	-7%	2	1%	3	1%
CCOC(=O)c1c(C)[nH]c(C)c1S(=O)(=O)N(C)CC(=O)N(C)Cc1ccccc1	-4%	-11%	-2%	5%	-9%	0	?	1	0%
CC(C)[C@H](NC(=O)OC(C)(C)C)c1cc(C(=O)N[C@@H](C)c2ccccc2)c(N)s1	3%	.	.	-2%	-14%	-28	-15%	3	-7%
COc1ccc(C)cc1NC(=O)c1ccc(NS(=O)(=O)c2c(C)noc2C)cc1	1%&-9%	7%	3%	-11%	-8%&-9%	1	-1%&8%	8&-10	-19%
Cc1ccc(Nc2cc(C)nc3c(C)cccc23)cc1	?	0%	7%	?	?	-88*	8.2µM*	-3	?
CC(C)(C)c1cc[n+](-c2[nH]c(=O)sc2/C=N/NC(=O)c2ccccc2[O-])cc1	-10%	?	-1%	-6%	0%	-6	?	2	-6%
CC(=O)Nc1cccc(OCC(=O)Nc2cccc(S(=O)(=O)N3CCCC3)c2)c1	-4%	0%	13%	-2%	12%	11	22%	11	-6%
Cc1ccccc1CSc1nnc(Cn2c(=O)sc3ccccc32)n1C	3%	-1%	4%	-8%	5%	0	-12%	-6	1%
CCOc1ccc(NC(=O)C2CC=CCC2C(=O)O)cc1 (stereo not drawn)	1%	-4%	-5%	-7%	-14%	12	-21%	-5	1%
CCOC(=O)c1sc(NC(=O)c2cc(S(=O)(=O)N3CCOCC3)ccc2C)nc1C	-4%	7%	9%	-21%	1%	0	-8%	-10	-17%
CCn1c(=S)sc2c(=O)n(-c3ccccc3)c(=S)[nH]c21	5%	10%	?	-5%	-13%	0	-7%	19	3%
CCSc1ccccc1C(=O)Nc1ccc2c(c1)OCO2	-6%	-3%	-4%	12%	-2%	-1	-21%	2	17%
Cc1cccc(C)c1NC(=O)CNC(=O)c1ccc2nc[nH]c2c1	6%	-81%[inhibitor]	-21%	2%	5%	24	29%	11	5%
O=C(CNC(=O)c1ccc2c(c1)OCCO2)N=Nc1c(O)[nH]c2ccccc12	-4%	?	0%	5%	0%	0	?	-21	7%
O=C(c1ccc(Cl)cc1)[C@@H]1[C@@H]2C(=O)N(c3cccc4ccccc34)C(=O)[C@@H]2C2c3ccccc3C=NN21 (stereo partly drawn)	0%	-4%	-2%	-4%	4%	-9	0%	-10	-7%
O=C(c1ccccc1)c1cccn1CC(=O)N1CCc2ccccc2C1	14%	-17%	0%	-1%	1%	-7	?	-14	-1%
CCCCc1cc2ccccc2c(OCCN(C)C)n1	-3%	-48%[inhibitor]	8%	10%	3%	-27	-26%	-19&-26	5%
CC(=O)NCC(=O)N(C)C(C(=O)Nc1ccc2c(c1)OCCO2)c1ccc(C)cc1 (stereo not drawn)	14%	-7%	-3%	29%	-2%	-2	3%	-1	13%
CC(=O)Nc1cccc(Nc2nc(-c3ccccc3F)nc3ccccc23)c1	18%	-4%	-3%	?	?	-52*	-24%	6	-18%
CCn1c(SCC(N)=O)nc2c1c(=O)n(C)c(=O)n2C	-1%	-3%	3%	-13%	21%	-10	-4%	-7	-5%
COc1ccc(C(=O)CSc2nc3[nH]ncc3c(=O)[nH]2)cc1	-8%	14%	0%	-14%	?	0	1%	3	-21%
CCCc1cnc2c(c1SCC(=O)Nc1cccc(C)c1C)c(=O)n(C)c(=O)n2C	12%	.	.	.	-3%	.	11%	-8	.
O=C(CN1c2cccc3cccc(c23)S1(=O)=O)N1CCN(c2ccccc2)CC1	-7%	2%	9%	-28%	10%	11	9.2µM*	-2	-2%
Cc1ccc(S(=O)(=O)CCC(=O)OCC(=O)Nc2sccc2C#N)cc1	-2%	.	.	-1%	-2%	0	-6%	0	-6%
CC1CCN(C(=S)c2cn(Cc3cccc(F)c3)c3ccccc23)CC1	-6%	?	3%	-11%	-25%	-6	-20%	-15	-17%
CC(NC(=O)Nc1ccccc1O)(C(F)(F)F)C(F)(F)F	-3%	-1%	-1%	-5%	6%	36	17%	6	-9%
CCN(CC)CCN(Cc1cc2cc3c(cc2[nH]c1=O)OCO3)C(=S)NCCCN(C)C	26%	0%	1%	0%	5%	-12	?	-12	-4%
Cc1cc(N)c(-n2cc3c(=O)n(C)c(=O)n(C)c3c2)cc1C	-1%	2%	0%	2%	8%	14	-5%	-11	2%
C=CCN1C(=O)c2cccc3c(Br)ccc(c23)C1=O	20%	-1%	-6%	6%	64%[activator]	?	11%	4	11%
COc1ccc(NCC(=O)n2c(C)c(C)c3ccccc32)cc1	12µM*	?	18µM*	?	-7%[7.66 µM]	-3	?	-1	?
C=CCN1C(=O)NC(c2ccc(OC)cc2)(C(F)(F)F)S/C1=C(\C#N)c1nnc(N2CCOCC2)n1-c1ccccc1 (stereo not drawn)	-7%	-3%&-13%	?	3%	10µM*	-52*	6%	-5	?
CC(Oc1ccc(Br)cc1Br)C(=O)Nc1cccnc1 (stereo not drawn)	-3%	-17%	-2%	1%	0%	-2	-12%	-9	0%
CCCn1c(=N)c(C(=O)NC2CCCC2)cc2c(=O)n3cc(C)ccc3nc21	28%	.	.	.	-4%	.	?	2	.
COc1ccccc1-c1cnc(C(O)c2c(C)cc(C)cc2C)[nH]1 (stereo not drawn)	0%	.	.	-28%	5%	19	-16%	-1	?
CC1C/C(=N/NC(=O)c2cccs2)CC(C)(C)C1 (stereo not drawn)	6%	-3%	1%	8%	40%[activator]	2	-1%	-21	-6%
COc1ccc(Cl)cc1NC(=O)CN1C(=O)NC(Cc2c[nH]c3ccccc23)C1=O (stereo not drawn)	?	12%	4%	-5%	-25%	-57*	21µM*	4	-4%
Cc1ccc(NC(=O)c2oc3ccc(S(=O)(=O)N4CCCCC4)cc3c2C)cc1Cl	1%	.	.	.	-1%	.	-9%	-13	.
Cc1ccc(OCC(COCc2ccccc2)NC(C)C)cc1 (stereo not drawn)	-1%	-11%	?	-27%	-4%	?	-25%	-10	-25%
C/C(=N\Nc1cc(Cl)nc(C)n1)c1ccccc1	?	-3%	6%	1%	3%	-16	-8%	0	4%
Nc1ccc(N2CCN(C(=O)c3cccs3)CC2)cc1	-5%	-6%	-1%	-1%	-22%	-4	1%	3	-1%
COc1ccc(NC(=O)c2cc(C)nc3c2c(C)nn3-c2cccc(Cl)c2C)c(OC)c1	2%	.	.	.	10%	.	0%	-5	.
COCCNC(=O)CCn1nc(-c2ccc(Cl)cc2)ccc1=O	0%	-5%[9.22 µM]	2%	18%	-3%	-8	8%	1	13%
C[C@H](CO)N1C[C@H](C)[C@@H](CN(C)S(C)(=O)=O)OCc2cnnn2CCCC1=O	-2%	.	.	6%	16%	10	19%	3	11%
CCOC(=O)c1c(C)oc2ccc(OCC(N)=O)cc12	-14%	-8%	-4%	-3%	1%	-11	?	-1	5%
O=c1c2sccc2n(Cc2ccc(F)cc2)c(=O)n1-c1ccc(F)cc1	9%	0%	-64%[inhibitor]	13%	-15%	-6	?	1	3%
COC(=O)CCN(c1ccccc1)C(CNS(=O)(=O)c1ccccc1)c1ccccc1 (stereo not drawn)	-8%	.	.	.	3%	.	-14%	-8	.
Cc1ccc(S(=O)(=O)NCC(=O)N(CC(=O)NCc2ccccc2)CC2CCCO2)cc1 (stereo not drawn)	4%	0%	1%	-3%	13%	5	-7%	-2	-5%
COc1ccc(C2=Nc3ccccc3N(C(=O)c3cccnc3)C2C(=O)NC2CCCC2)cc1 (stereo not drawn)	1%	.	.	-9%	1%	-16	-23%	-5	4%
CCc1nc(N2CCN(C(C)=O)CC2)c2c3c(sc2n1)CCCC3	-2%	1%	-1%	-10%	1%	-2	1%	2	-2%
CCCCn1c(-c2cc(Cl)ccc2OC)n[nH]c1=S	-8%	?	0%	?	?	0	0%	-23	?
CC1(C)Cc2[nH]c3ccccc3c2C(C)(C)N1	-28%	-13%	0%	0%	1%	?	-22%	-1	-3%
COc1ccc(O)c(C(=O)CC(=O)c2cccnc2)c1	-4%	-10%	-11%	5%	-1%	-24	1%	-7	8%
CN(C(=O)COC(=O)C(Cc1ccccc1)NC(=O)c1ccccc1)c1ccccc1 (stereo not drawn)	-8%	-4%	0%	13%	-10%	35	-4%	-6	16%
Cc1nc2ccccc2c2oc(C(=O)N3CCN(C4CCCCC4)CC3)cc12	-4%	-4%	3%	-4%	-2%	-4	-14%	-9	-7%
CCCC(=O)N=c1sc2cccc(F)c2n1C	-3%	-5%	-2%	-1%	8%	18	-11%	0	-14%
O=C(c1cccc(F)c1)N1CCN(c2ccc([N+](=O)[O-])c3cccnc23)CC1	-15%	5%	2%	-11%	-3%[0.307 µM]	-12	?	4	-11%
